# Compound activity from PubChem BioAssay.
# FXIa single inh: blocks human coagulation factor XIa activity | P03951 | purified human FXIa, fluorogenic AMC substrate cleavage | inhibition, % at 10 µM | actives 0.3% (n = 33,000);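 active means inhibition above 40% in the primary screen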;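 further: 0% = enzyme without compound and 100% = blank wells lacking enzyme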
# Target sequence (P03951 19-387 limits assumed): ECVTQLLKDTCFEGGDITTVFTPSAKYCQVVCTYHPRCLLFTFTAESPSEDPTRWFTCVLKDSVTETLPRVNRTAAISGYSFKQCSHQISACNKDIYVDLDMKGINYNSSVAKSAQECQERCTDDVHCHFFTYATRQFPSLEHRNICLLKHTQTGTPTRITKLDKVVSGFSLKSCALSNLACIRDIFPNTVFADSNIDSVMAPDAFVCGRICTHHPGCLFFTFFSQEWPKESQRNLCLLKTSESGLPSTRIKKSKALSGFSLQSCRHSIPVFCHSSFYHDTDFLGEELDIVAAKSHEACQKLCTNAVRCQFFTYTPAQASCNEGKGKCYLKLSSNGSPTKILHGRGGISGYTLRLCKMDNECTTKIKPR
# Target sequence (P03951 388-625 limits assumed): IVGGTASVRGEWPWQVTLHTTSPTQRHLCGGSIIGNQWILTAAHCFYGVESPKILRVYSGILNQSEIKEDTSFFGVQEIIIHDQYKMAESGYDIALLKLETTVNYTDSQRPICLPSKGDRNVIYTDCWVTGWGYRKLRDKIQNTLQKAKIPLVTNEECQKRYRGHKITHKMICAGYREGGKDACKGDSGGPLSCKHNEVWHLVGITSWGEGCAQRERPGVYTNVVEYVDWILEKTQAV
# FXIIa single: inhibitors of human coagulation factor XIIa | purified human FXIIa, AMC substrate fluorescence, 2 h | inhibition, % at 10 µM | P00748 | AID 701 | actives 0.2% (n = 33,000); in the data active means inhibition above about 30%;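 further: 0% = enzyme with vehicle only and 100% = no enzyme blank; many of its hits are not listed in these tables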
# Starred values were filed as active, the others as inactive. Some of the compounds tested, so the mix of outcomes need not match the whole.
# The first 2 records as a preview:
FXIa single inh | FXIIa single | SMILES
2 | 3 | O=C(c1ccco1)N1CCN(c2cc(=O)n(-c3ccc(Cl)cc3)c(=O)[nH]2)CC1
3 | 7 | Cc1cc(NC(=O)C2C3C(=O)N(Cc4ccc(Cl)cc4)C(C(=O)NC4CCCCC4)C34C=CC2(C)O4)no1 (stereo not drawn)

# The whole of this part, from the start:
FXIa single inh | FXIIa single | SMILES
2 | 3 | O=C(c1ccco1)N1CCN(c2cc(=O)n(-c3ccc(Cl)cc3)c(=O)[nH]2)CC1
3 | 7 | Cc1cc(NC(=O)C2C3C(=O)N(Cc4ccc(Cl)cc4)C(C(=O)NC4CCCCC4)C34C=CC2(C)O4)no1 (stereo not drawn)
-3 | 5 | Fc1ccc(CSc2nc3ncccc3[nH]2)cc1
-7 | 11 | COc1ccc(OC)c(C2=NOC(C(=O)N3CCCc4ccccc43)C2)c1 (stereo not drawn)
-2 | 9 | COc1cccc(NC(=O)CCc2nc(-c3ccccc3F)no2)c1
-5 | -8 | Cc1cc2nn(-c3cccc4ccccc34)nc2cc1NC(=O)c1cccs1
-1 | 6 | O=S(=O)(N1CCCCC1)N1CCN(c2ccccc2F)CC1
-3 | 6 | CC(C)OCCCNC(=O)CCSc1ccc(Cl)cc1
2 | -2 | CC1(C)Cc2c(sc3c2C2=NCCN2C=N3)CO1
-3 | 5 | CCOC(=O)C1CCN(Cc2oc(CO)cc(=O)c2O)CC1
3 | 5 | COc1ccc(N2CCn3c2nc2c3c(=O)n(CCN3CCOCC3)c(=O)n2C)cc1
0 | -3 | CCOC(=O)c1c(NC(=O)c2ccco2)n(C2CCCCC2)c2nc3ccccc3nc12
0 | 2 | CCn1c(NC(=O)C2CCCCC2)nc2ccccc21
0 | 3 | CC(=O)Nc1c(-c2ccccc2)nc2ncccn12
0 | 21 | COc1ccccc1OCC(=O)N/N=C1\CCc2ccccc21
0 | 4 | CSCC[C@@H](C(=O)NCc1cccs1)N1Cc2ccccc2C1=O
5 | 4 | Cc1ccc(-c2noc(CSc3nnc(-c4ccncc4)n3-c3ccc(F)cc3)n2)cc1
0 | -7 | CCS(=O)(=O)N1CCN(C(=O)COc2ccc(-c3ccccc3)cc2)CC1
-4 | 0 | Cc1ccc(NC(=O)CCn2cccc2)cc1F
-2 | 5 | CC1(C)C(C#N)=C(N)OC2=C1C(=O)CCC2
-8 | 6 | CCC(C)NC(=O)NC(=O)N(C1CCCCC1)S(C)(=O)=O (stereo not drawn)
2 | 3 | CS(=O)(=O)N(CC(=O)Nc1ccccc1C(=O)N1CCOCC1)c1ccccc1
2 | 4 | COc1ccc(NS(=O)(=O)c2cccc(-c3nnc(-c4ccccc4)o3)c2)cc1
16 | -12 | O=[N+]([O-])c1ccc(Sc2nc3ccccc3o2)c([N+](=O)[O-])c1
-1 | 4 | COc1cccc(-c2nnn(CC(C)=O)n2)c1
4 | 10 | Fc1ccc(CNc2nc3ccccc3n3cnnc23)cc1
-2 | 5 | COC(=O)/C=c1/s/c(=C(/C#N)C(=O)N2CCOCC2)n(-c2ccccc2)c1=O
-6 | -3 | CCCCCCC1CC(CSC(=N)N)OC1=O (stereo not drawn)
-13 | 6 | c1ccc(-n2nnnc2SCc2cccc(CSc3nnnn3-c3ccccc3)n2)cc1
-7 | 7 | COC(=O)C(C)N(C#N)c1nc(NC(C)C)nc(SC)n1 (stereo not drawn)
5 | 5 | CCCS(=O)(=O)n1nc(-c2ccc(OC)cc2)cc1N
-4 | 3 | COc1ccc(N(CC(=O)O)S(=O)(=O)c2ccc(OC)c(OC)c2)cc1
-4 | 1 | CN(C)c1ccc(NC2=C([N+](=O)[O-])CS(=O)(=O)C2)cc1
-13 | 5 | C=CCNC(=S)/N=c1\sccn1C
-1 | 9 | CC(C)(C)NC(=O)c1cc(F)c(F)cc1Cl
14 | 8 | Cc1c(NC(=O)CSc2cccc3cccnc23)c(=O)n(-c2ccccc2)n1C
-6 | 10 | CC(C)(C)c1cc(CN(CCO)CCO)cc(C(C)(C)C)c1O
0 | 13 | O=C(CNC(=O)c1ccc(Br)cc1)NCCc1nc2ccccc2[nH]1
-12 | 6 | C[N+]1(CC(=O)Nc2ccccc2Cl)CCN(C(=O)c2cccs2)CC1
9 | 6 | Cn1c2c(c(=O)n(C)c1=O)C(NC(=O)C(C)(C)C)(C(F)(F)F)C(=O)N2 (stereo not drawn)
-1 | 4 | COc1ccc(Cn2c(CCC(=O)Nc3ccccc3)nc3cccnc32)cc1
0 | 5 | CN(CC(=O)O)S(=O)(=O)c1ccc(F)cc1
-5 | 9 | CC1(C)Oc2ccc(C(=O)N3CCc4ccccc43)cc2N(CC(=O)N2CCCC2)C1=O
8 | 5 | O=C(COc1ccccc1)Nc1nnc(-c2ccccc2)o1
5 | 13 | COc1ccc(-c2nnc(SCc3cccc(C)c3)n2N)cc1
1 | 1 | N=c1sc2ccccc2n1-c1ccccc1
-8 | -4 | Nc1nonc1C(=O)NCCNCc1c(OCc2ccccc2F)ccc2ccccc12
7 | 12 | O=C1NC2(CCCCCC2)N=C1c1ccc(F)cc1
0 | -7 | COc1ccccc1NS(=O)(=O)N(C)C
0 | 6 | O=C(CSc1ccc2c(c1)OCCO2)NCc1ccco1

# Sorted by molar mass (ascending): some entries from above.
FXIa single inh | FXIIa single | SMILES
-13 | 5 | C=CCNC(=S)/N=c1\sccn1C
-6 | -3 | CCCCCCC1CC(CSC(=N)N)OC1=O (stereo not drawn)
5 | 5 | CCCS(=O)(=O)n1nc(-c2ccc(OC)cc2)cc1N
-7 | 7 | COC(=O)C(C)N(C#N)c1nc(NC(C)C)nc(SC)n1 (stereo not drawn)
-12 | 6 | C[N+]1(CC(=O)Nc2ccccc2Cl)CCN(C(=O)c2cccs2)CC1
0 | 13 | O=C(CNC(=O)c1ccc(Br)cc1)NCCc1nc2ccccc2[nH]1

# Next entries follow:
FXIa single inh | FXIIa single | SMILES
-1 | -2 | O=CN1CCc2scc[n+]2-c2ccccc21
-8 | 5 | CCc1cc(C)c(O)c(CC)n1
-7 | 8 | CC(=Nc1ccccc1)c1sc2ccccc2c1O
3 | 0 | CC(=O)c1ccc(NC(=O)Nc2ccc3c(c2)N(C)C(=O)CS3)cc1
-5 | 1 | CC1=C(C(=O)OCc2ccccc2)C(c2cccnc2)n2ncnc2N1 (stereo not drawn)
-3 | 1 | Cc1ccc(OCCC(=O)Nc2c(C)n(C)n(-c3ccccc3)c2=O)cc1
8 | 5 | CC1CCN(C(=O)C(C)Sc2nc(-c3ccccc3)cc(C(F)(F)F)n2)CC1 (stereo not drawn)
-3 | 8 | C=CCSc1nc(N)c(C(=O)Nc2ccccc2OC)cc1C(=O)Nc1ccccc1
-1 | 3 | Cc1ccc(OCC(=O)Nc2cccc(C)n2)c(C)c1
0 | 7 | CC(C)N1CC(C(=O)Nc2ccccc2)CC1=O (stereo not drawn)
4 | 1 | Cc1ccc(Cl)cc1N(CC(=O)NC1CCCCC1)S(C)(=O)=O
-6 | 14 | Cc1ccc(C2=N/C(=C\c3cccs3)C(=O)N2Nc2ccccc2)cc1
7 | 8 | CCCCn1c(SCc2nc(N)nc(Nc3ccccc3C)n2)nc2ccccc2c1=O
-3 | 0 | CC(C)NC(=O)CCCOc1ccc(Cl)cc1Cl
-5 | 7 | COc1ccc(C(=O)N2CCN(C3CCN(Cc4ccccc4)CC3)CC2)cc1OC
-4 | 7 | CCCOc1ccc(C(C)=O)cc1CC(C(N)=O)C(N)=O
0 | 13 | Cc1ccc(C(=O)CSc2cc(C)nc(SCC(=O)c3ccccc3)n2)cc1
-5 | -20 | COc1ccc(-c2nc3ccccn3c2NCc2ccc3c(c2)OCO3)cc1
-7 | -11 | CN(C)C(=O)c1ccc(NC(=O)c2cccnc2)cc1
0 | 0 | CCOC(=O)N1CCN(c2c(NCCCN3CCCCCC3)c(=O)c2=O)CC1
-3 | -2 | O=c1n(Cc2ccccc2)c2cc(Cl)cnc2n1Cc1ccccc1
1 | 5 | COc1cc(C(=O)OCC(=O)Nc2cc(C)on2)cc(OC)c1OC
-10 | -10 | CCCn1c2ccccc2c2nnc(SCC(=O)OCC)nc21
-4 | -4 | O=C(c1ccccc1-c1ccccc1)N1CCCC1
-2 | -10 | CCOC(=O)c1ccc(NC(=O)NCc2ccncc2)cc1
-3 | -5 | CCn1ncc(Cl)c1C(=O)Nc1cc(Cl)ccc1Cl
23 | -13 | CC1CCN(S(=O)(=O)c2csc(C(=O)Nc3ccccc3)c2)CC1
-7 | 4 | Cc1ccc2c(c1)cc(CN(Cc1ccc3c(c1)OCO3)C(=O)c1ccccc1)c1nnnn12
-13 | -10 | Cc1cccc(NC(=O)Cn2cc(C(=O)c3ccco3)c3ccccc32)c1
5 | 4 | COc1ccc(N=c2oc3cc(O)ccc3cc2C(=O)NCC2CCCO2)cc1 (stereo not drawn)
-1 | 9 | OC(CN1CCN(c2ccccn2)CC1)Cn1c2ccc(Cl)cc2c2cc(Cl)ccc21 (stereo not drawn)
3 | 2 | C=C1[C@@H](C)C2[C@H](Cc3ccccc3)NC(=O)[C@]23OC(=O)CC[C@H](O)CCC[C@H](C)C/C=C/[C@H]3[C@@H]1O (stereo partly drawn)
3 | 9 | c1ccc(Cn2ccnc2SCc2nnc(-c3ccccc3)o2)cc1
8 | -8 | O=C(Oc1ccc(-n2cnnn2)cc1)c1ccco1
20 | -9 | O=c1cc2c(nn1Cc1c(Cl)cccc1Cl)-c1ccccc1CC2
-3 | 3 | Cc1cc(-n2nc(C)cc2C)nc(NS(=O)(=O)c2ccccc2)n1
0 | 5 | OCCN1CCN(Cc2cc(Cl)c3cccnc3c2O)CC1
-3 | 4 | CCCCNS(=O)(=O)c1ccc2c(c1)oc(=O)n2CC(=O)OCC
-8 | 7 | O=C1CC(C(=O)Nc2ccccc2)C2(CCCCC2)O1 (stereo not drawn)
-6 | 6 | CS(=O)(=O)N(Cc1ccccc1)c1ccc(C(=O)NCc2cccnc2)cc1
-52 | -9 | CC1C(=NO)C(C)C(c2ccccc2)NC1c1ccccc1 (stereo not drawn)
-2 | 2 | COc1ccc(C(C#N)N2CCOCC2)cc1 (stereo not drawn)
-11 | 8 | CCOC(=O)C1=C(C)N=c2sc(=C(C)C)c(=O)n2C1c1ccc(N(C)C)cc1 (stereo not drawn)
8 | -16 | O=c1c(Cl)c(N2CCCCC2)cnn1-c1nc2ccccc2[nH]1
-5 | 3 | Cc1nc2cc(-n3ccc(=O)cc3)ccc2n1-c1ccccc1
1 | 2 | CCOc1ccc(CCNC(=O)CCc2nc(-c3ccc(OC)cc3)no2)cc1OCC
-6 | 7 | O=C(c1sc2ccccc2c1Cl)N(Cc1ccccc1Cl)C1CCS(=O)(=O)C1 (stereo not drawn)
-2 | 3 | Cc1cc(C)nc(N(C#N)CN2C(=O)c3ccccc3C2=O)n1
31 | 5 | Clc1ccc(CCNc2nc3ccccc3s2)cc1
-3 | -1 | CCOc1ccc2c(=O)c(Oc3ccccc3)c(C)oc2c1

# Later entries:
FXIa single inh | FXIIa single | SMILES
3 | 1 | CC(=O)CC(=O)Nc1ccn(-c2ccccc2)n1
0 | 3 | Cc1ccc(Nc2c(N)c(=O)oc3ccccc23)cc1
-3 | 18 | C=CCN1C(=O)C2(NNc3ccccc3O2)c2ccccc21 (stereo not drawn)
0 | 7 | COc1ccc(OC)c(S(=O)(=O)Nc2ccc(C(C)=O)cc2)c1
-5 | 1 | CCOc1ccc(NC(=O)C2CCCN(C(=O)NCc3ccccc3)C2)cc1 (stereo not drawn)
-6 | -1 | CCCCN(C)C(=O)C1CCN(Cc2ccc(OCc3ccccc3)cc2)CC1
0 | 0 | c1ccc(SCc2nc(-c3cccnc3)no2)cc1
-6 | 9 | COC(=O)CSc1nnc(C)n1-c1ccc(C)cc1
-2 | 8 | O=C(O)Cn1c(SCc2ccccc2)nc2ccccc21
-10 | 7 | CCCN(CCC)C(=O)CC(c1ccccc1)c1cc(C)ccc1O (stereo not drawn)
-7 | 3 | O=C(NC1=NCCS1)C12CC3CC(C1)CC(C(=O)NC1=NCCS1)(C3)C2
6 | 4 | Cn1cc(S(=O)(=O)CC(=O)N2CCc3ccccc32)c2ccccc21
1 | 7 | COC(=O)Nc1sc2c(c1C(=O)N1CCOCC1)CCC(C)C2 (stereo not drawn)
-5 | 4 | O=C(O)c1ccc(CN2C(=O)c3ccccc3S2(=O)=O)cc1
-4 | 1 | CCCCSc1[nH]c(=O)c(C(=O)OCC)cc1C#N
3 | 7 | Cc1ccc(S(=O)(=O)N2CCN(C(=O)COc3ccc(-c4nnco4)cc3)CC2)cc1
-7 | 7 | O=C(NC1=NCCS1)c1ccc(Br)s1
-2 | 8 | O=C(c1nc2ccccc2s1)N1CCSCC1
-12 | -11 | N[C@@H](Cc1cc(I)c(Oc2cc(I)c(O)c(I)c2)c(I)c1)C(=O)O
-1 | 8 | CCN1C(=O)c2cccc3c(S(=O)(=O)Nc4ccc(OC)cc4OC)ccc1c23
-2 | 7 | CCOC(=O)c1sc2ncn(C(CC)C(=O)OCC)c(=O)c2c1C (stereo not drawn)
0 | 5 | COc1ccc(-c2noc(CCC(=O)NCCN(C)Cc3ccccc3)n2)cc1
6 | 4 | CC1=NN(c2nc(C)cc(C)n2)C(=O)C1CCC(C)C (stereo not drawn)
2 | 5 | COc1ccc(NC(=O)c2cccs2)cc1NC(=O)c1ccco1
-8 | -2 | CCCOc1ccc(C(C)=O)cc1CC(C(=O)OCC)C(=O)OCC
4 | 0 | Cc1cc(C)cc(Oc2ccc(N)cc2)c1

# Shown as labelled records: entries from further up.
C=CCN1C(=O)C2(NNc3ccccc3O2)c2ccccc21 (stereo not drawn)
  FXIa single inh: -3; FXIIa single: 18

COc1ccc(OC)c(S(=O)(=O)Nc2ccc(C(C)=O)cc2)c1
  FXIa single inh: 0; FXIIa single: 7

CCOc1ccc(NC(=O)C2CCCN(C(=O)NCc3ccccc3)C2)cc1 (stereo not drawn)
  FXIa single inh: -5; FXIIa single: 1

CCCCN(C)C(=O)C1CCN(Cc2ccc(OCc3ccccc3)cc2)CC1
  FXIa single inh: -6; FXIIa single: -1
